# Bioassay records (PubChem BioAssay)
# PglD DTNB: C. jejuni PglD acetyltransferase inhibitors, primary screen, biochemical, DTNB colorimetric, single point | actives 0.098% (n = 360,000) | purified PglD enzyme, DTNB colorimetric CoA detection | AID 602405, 2012 | UDP-N-acetylbacillosamine N-acetyltransferase PglD (Campylobacter jejuni) | inhibition, % at 12.5 µM; in the data active means inhibition above about 16%, passing the limit was not always enough; further: strong numbers were not always called active
# ERp5 block: inhibitors of ERp5-driven insulin aggregation, primary screen, biochemical, turbidity, absorbance 650 nm, single point; Protein disulfide-isomerase A6 (Homo sapiens), Q15084; 90 min; inhibition, % at 9.99 µM; actives 0.05% (n = 350,000); AID 651711, 2012;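 active means mean replicate inhibition above about 25%, with every replicate also reaching it, limit read from the data, passing the limit was not always enough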
# RAD52 inh: RAD52 DNA annealing inhibitors, primary screen, biochemical, FRET, single point, set 2. actives 0.46% (n = 360,000). AID 651710, 2012. recombinant RAD52 DNA annealing, FRET fluorescence. inhibition, % at 18.7 µM. DNA repair protein RAD52 homolog (Homo sapiens), P43351;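 active means every replicate showing at least 50% inhibition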
# ARNT-TACC3 inh: disruptors of ARNT/TACC3 protein interaction, primary screen, biochemical, AlphaScreen, single concentration; Transforming acidic coiled-coil-containing protein 3 (Homo sapiens), Q9Y6A5; AlphaScreen His-ARNT PAS-B/GST-TACC3 binding, luminescence; TACC3 fragment carries E629A point mutation; inhibition, % at 9.99 µM; actives 0.66% (n = 390,000); AID 623870, 2012;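 active means mean inhibition of replicates at least 50% and at least half of replicates each reaching 50%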;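 further: 0% = complete ARNT plus TACC3 wells and 100% = ARNT alone without TACC3; many hits fall short of the cut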
# Casp6 inh: human caspase-6 inhibitors, primary screen, biochemical, VEID-R110 fluorescence, single point, set 2; P55212; purified caspase-6, Z-VEID-R110 cleavage fluorescence; inhibition, % at 12.5 µM; actives 0.53% (n = 350,000); AID 686996, 2013;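 active means mean inhibition across replicates at least about 35%, with every replicate also reaching that limit, limit read from the data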;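 further: 0% = median of neutral control wells and 100% = no fluorescence left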
# E-selectin induc: E-selectin induction in HUVECs, primary screen, imaging, HUVEC, immunofluorescence imaging, single point; normalized: neutral wells 0, TNF-alpha wells 100; activation, % at 7.58 µM; AID 686992, 2013; actives 0.37% (n = 260,000); P16581;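 active means mean E-selectin-positive cell signal at least 10% of the positive control, reached in at least 60% of replicates, without over 20% cell loss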;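 further: in these data hits start at about 27%; measured in HUVEC primary endothelial cells; signal is the percent of cells scored E-selectin positive by PE staining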
#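 Test system: HUVEC | Signal: Immunofluorescence imaging | Read-out: Percent E-selectin-positive cells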
# esBAF inh: Bmi1 luciferase reporter increase in mESCs, primary screen, esBAF inhibitor project, mouse ES cells, Bmi1 luciferase knock-in, single point | 24 h; 100% = twice the neutral-well signal | reporter increase, % at 12.5 µM | actives 2% (n = 350,000); in the data active means activation above about 40%;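 further: 0% = median of the plate's neutral control wells and 100% = double that signal; a rise in the Bmi1 reporter signal indicates esBAF inhibition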
# RAD54 inh: inhibitors of human RAD54 branch migration, primary screen, biochemical, fluorescence, single point. DNA repair and recombination protein RAD54-like (Homo sapiens), Q92698. RAD54 Holliday junction branch migration, FAM/BHQ fluorescence. inhibition, % at 10.4 µM. actives 0.14% (n = 360,000);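 active means mean normalized replicate activity at least 40 and at least half of replicates scoring 40 or more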;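 further: 0% = median of neutral control wells and 100% = median of positive control wells; inhibitors cause a drop in the FAM fluorescence signal; in these data hits start at about 50%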
# The depositor's hits bear a star; nt = not tested or not shown. Compounds were not picked by outcome; overall some 3.2% were active at least once.
SMILES	PglD DTNB	ERp5 block	RAD52 inh	ARNT-TACC3 inh	Casp6 inh	E-selectin induc	esBAF inh	RAD54 inh
CCOc1ccc2nc(NC3=NC(c4ccc(OC)cc4)CC(=O)N3)nc(C)c2c1 (stereo unspecified)	nt	1	-27	6	6	nt	nt	nt
Cc1nn(CC(=O)Nc2c(C)n(C)n(-c3ccccc3)c2=O)c(C)c1[N+](=O)[O-]	1	4	-22	-3	3	0.0	-5	-3
Cc1ccc(CSCCNC(=O)CSc2ccccc2)cc1	-4	3	-12	0	3	-1.0	-12	3
Cc1ccc(C)c(N2CCN(C(=O)CCc3nc(-c4cccc(C(F)(F)F)c4)no3)CC2)c1	0	0	-28	-3	6	-0.3	62*	-2
COc1ccc(CN(C)CC(O)COc2ccc(-c3ccccc3)cc2)cc1OC (stereo unspecified)	1	-3	0	5	1	nt	0	7
Cc1ccc(CCNC(=O)C2CCN(S(=O)(=O)N3CCCC3)CC2)cc1	-1	nt	nt	-6	nt	nt	2	0
O=C(NCCCSc1ccccc1)c1cccnc1	-10	6	-6	-5	0	nt	-5	-24
CCn1cc(C2=NC(c3ccccc3)CO2)c2ccccc21 (stereo unspecified)	3	2	8	-5	-3	-0.7	3	-1
COCCN(C(=O)c1ccc(NC2CC2)c([N+](=O)[O-])c1)c1c(N)n(CC(C)C)c(=O)[nH]c1=O	1	1	-10	-13	-2	-0.4	-3	-11
S=C(Nc1ccccc1)N1CCN(C2CCCCC2)CC1	-1	nt	nt	11	nt	nt	11	4
O=C(Nc1ccc(N2CCN(C(=O)c3cccs3)CC2)cc1)c1ccc(F)cc1	1	7	0	5	1	-0.3	5	8
Cc1ccc(C(=O)OCC(=O)N(CC(C)C)c2c(N)n(Cc3ccccc3)c(=O)[nH]c2=O)cc1[N+](=O)[O-]	nt	-6	-25	-2	4	0.9	-2	nt
Cc1ccc(-c2nn3cnnc3c3ccccc23)cc1	nt	2	-9	-7	-3	nt	nt	nt
Cc1cccc(N2CCN(S(=O)(=O)c3c(C)[nH]c(C)c3C(=O)N3CCCCC3)CC2)c1C	-4	0	-4	1	2	nt	1	1
CC(C)CN(C(=O)c1ccc(-n2cncn2)c([N+](=O)[O-])c1)C1CCS(=O)(=O)C1 (stereo unspecified)	4	-2	-4	-1	0	-0.3	-5	-15
C[C@@H]1CN([C@@H](C)CO)C(=O)Cc2cc(NC(=O)CCC(F)(F)F)ccc2O[C@H]1CN(C)S(=O)(=O)c1cccs1	6	-3	-3	-6	-2	4.1	6	0
Cc1ccccc1-c1nc2ccccc2[nH]1	0	nt	nt	-2	nt	nt	58*	13
CCCCn1c(CNC(=O)Cc2ccccc2)nc2ccccc21	3	1	11	-2	-2	nt	-2	4
Cc1cccc(NC(=O)c2cc(S(=O)(=O)N3CCCCC3)ccc2Cl)n1	3	2	-3	-4	1	0.6	-3	0
Clc1ccc(OC2CCN(Cc3nc(CC4CC4)no3)CC2)cc1	-5	-3	-7	-4	1	-1.0	-18	-3
CC(=O)N=c1sc2cc(C)ccc2n1C	-7	nt	nt	4	nt	nt	22	-1
COc1ccccc1NC(=O)N[C@@H]1CC[C@@H](CCNC(=O)Cc2ccccn2)O[C@H]1CO	0	3	-13	8	-5	-0.1	-1	-1
Cc1noc(C)c1S(=O)(=O)N(C)C[C@@H]1OCCCC[C@@H](C)Oc2ccc(NC(=O)NC3CCCCC3)cc2C(=O)N([C@@H](C)CO)C[C@@H]1C	-1	-2	-3	-6	-3	-0.2	7	2
Cc1ccc(CC(=O)OCC(=O)NC2CCCC(C)C2C)cc1C (stereo unspecified)	2	nt	nt	-5	nt	nt	-5	7
C[C@@H]1CN([C@H](C)CO)C(=O)c2cc(NC(=O)Nc3ccccc3)ccc2O[C@@H](C)CCCCO[C@@H]1CN(C)C(=O)C1CCCCC1	3	-3	-18	-11	-4	nt	-1	1
C[C@@H]1CN([C@@H](C)CO)C(=O)c2cc(-c3ccccc3F)cnc2O[C@H]1CN(C)Cc1ccccc1F	4	-2	5	-1	0	0.2	-3	3
CC(C)OC(=O)c1cccnc1SCC(=O)N(C)c1ccccc1	-2	nt	nt	18	nt	nt	2	-11
Cc1ccc(Cl)cc1NC(=O)CN1C(=O)NC(C)(C2CC2)C1=O (stereo unspecified)	-5	-2	3	-3	3	nt	0	-2
Cc1ccccc1S(=O)(=O)N1CC[C@H]2[C@H](CO)Nc3ccc(-c4ccccc4)cc3[C@H]21	0	-4	36	8	-2	-0.5	-1	-2
COc1ccc2c3c([nH]c2c1)[C@@H](CO)N(C(=O)Nc1ccc(F)cc1)CC31CN(S(=O)(=O)c2ccc(C)cc2)C1	nt	-6	6	nt	-2	-0.3	nt	nt
CCC1CCc2sc(C(=O)NC3CCN(Cc4ccccc4)CC3)cc2C1 (stereo unspecified)	5	5	-18	1	-4	nt	nt	-6
CCCN1CCC(C(=O)NC(c2ccc(Cl)cc2)c2ccsc2)CC1 (stereo unspecified)	2	0	-12	nt	0	0.1	-6	1
C[C@H]1CN([C@@H](C)CO)C(=O)Cc2cc(NC(=O)C3CCCCC3)ccc2O[C@@H]1CN(C)Cc1ccc(C(=O)Nc2ccccc2N)cc1	nt	-8	8	nt	3	0.3	nt	nt
C=CCNC(=O)c1c(CSc2ccc(Cl)cc2)noc1C(=O)NCCC	-4	nt	nt	-2	nt	0.2	-4	-4
CC(C)C#Cc1ccc2c(c1)O[C@@H](CN(C)S(C)(=O)=O)[C@H](C)CN([C@H](C)CO)S2(=O)=O	-2	-2	7	-3	0	1.3	7	-14
C[C@@H]1CN([C@@H](C)CO)C(=O)c2cc(C#CC(C)(C)O)cnc2O[C@@H]1CN(C)C(=O)C1CC1	1	1	9	-7	-1	0.4	-4	-5
Cc1cccc(NS(=O)(=O)c2ccc3[nH]c(=O)cc(C(=O)OC(C)C(=O)Nc4ccc([N+](=O)[O-])cc4)c3c2)c1 (stereo unspecified)	nt	0	-4	-4	2	nt	nt	nt
Cc1ccccc1Oc1ccccc1N	nt	-2	-8	5	-1	nt	-2	nt
Cc1cc(C)cc(-c2nnc(SCc3ccc(C(=O)O)cc3)o2)c1	7	-3	-8	-2	4	nt	-8	-7
O=C(OCCCc1cc2ccccc2c(=O)o1)N1CCOCC1	-3	-6	-14	-13	0	0.0	11	1
Cc1cc(C(=O)N2CCC(C)CC2)on1	-3	2	-7	-11	0	2.3	nt	-10
COC1CCN(C(=O)CC2C(=O)NCCN2CC(C)(C)C)CC1 (stereo unspecified)	nt	0	-25	nt	-1	0.2	nt	nt
Cc1noc(C)c1S(=O)(=O)Nc1ccc2c(c1)CC(=O)N([C@@H](C)CO)C[C@@H](C)[C@H](CN(C)C(=O)NC(C)C)O2	-2	-4	2	-4	2	-0.1	-10	0
CS(=O)(=O)c1ccccc1C(=O)Nc1ccc(-c2nc3ccccc3o2)cc1	0	-2	-26	3	4	nt	67*	-14
CCC(=O)n1nc(-c2ccc(Cl)cc2)nc1SC	-4	nt	nt	-9	nt	-1.8	71*	-1
COC(=O)c1cscc1NC(C)=O	-3	nt	nt	-7	nt	nt	-3	2
C[C@H]1CN([C@@H](C)CO)C(=O)c2cc(C#CC3(O)CCCC3)cnc2O[C@@H]1CN(C)C(=O)C1CCOCC1	-3	2	-6	-3	-7	0.0	-9	-1
CC(C)COC(=O)N(C)C[C@@H]1OCc2ccccc2-c2ccccc2C(=O)N([C@@H](C)CO)C[C@H]1C	1	-3	12	1	5	0.0	-2	3
O=C(NC1CCN(c2ncccn2)CC1)c1c(F)cccc1F	3	4	-27	-5	0	nt	5	-4
CCn1cc(CCCC(=O)NCc2cccc(OC)c2)c2ccccc21	2	5	-8	-4	-3	0.0	8	-2

# The listing continues.
SMILES	PglD DTNB	ERp5 block	RAD52 inh	ARNT-TACC3 inh	Casp6 inh	E-selectin induc	esBAF inh	RAD54 inh
O=C(Cc1ccccc1)N1CCN(S(=O)(=O)c2ccc([N+](=O)[O-])cc2)CC1	nt	0	-11	-3	3	-1.8	nt	nt
Cc1coc2cc3oc(=O)c(CCC(=O)NCc4ccccn4)c(C)c3cc12	0	0	-1	-14	-2	nt	7	-4
COc1cccc(C(=O)CSc2nnc(-c3cccs3)o2)c1	-1	nt	nt	-6	nt	nt	0	5
CCOc1ncccc1C(=O)Nc1ccc(F)cc1	2	-10	-3	-6	0	nt	-7	-10
CC1(C)CC(=O)C2=C(C1)OC(N)=C(C#N)C2CCc1ccccc1 (stereo unspecified)	4	nt	nt	-7	nt	nt	-5	-12
O=C(N/N=C\c1ccc(Sc2ccccn2)o1)c1cccc(F)c1	5	nt	nt	11	nt	nt	5	4
Cc1c(OCC(=O)NC(Cc2ccc(Cl)cc2)C(=O)O)ccc2c1oc(=O)c1ccccc12 (stereo unspecified)	-2	3	-6	21	2	nt	1	-3
CC(C)[C@H](NC(=O)N1CC(=O)Nc2ccccc21)C(=O)N[C@@H](Cc1c[nH]c2ccccc12)C(=O)O	-3	5	-13	14	0	nt	-3	4
COc1ccc(CCNC(=O)NC2CCCCC2)cc1OC	0	-6	-1	12	-4	nt	-10	7
N#C[C@@H]1[C@H](c2ccc(C3=CCCC3)cc2)[C@H](CO)N1C(=O)Nc1ccccc1F	-1	1	-98	-14	2	-0.6	3	-3
COc1ccc(CC2(CO)CCN(Cc3cnn(-c4ccccc4OC)c3)CC2)cc1	-1	-1	-16	4	5	-1.7	-8	-11
COc1ccc(-c2noc(CCC(=O)N3CCN(c4ccc(C(F)(F)F)cc4)CC3)n2)cc1	-2	0	-11	-3	nt	1.2	-4	-4
CCCNC(=O)c1ccc(N2CCC3(CC2)CC(c2cccc(Br)c2)=NO3)c(N)c1	5	0	-14	-1	-1	0.2	12	5
COC(=O)CNC(=O)Cc1c(C)n(C(=O)c2ccc(Cl)cc2)c2ccc(OC)cc12	2	-9	-14	-4	3	-0.1	5	-4
Cn1cccc1C(C#N)(CC#N)c1cccc(F)c1C#N (stereo unspecified)	nt	0	-7	-5	3	4.4	nt	nt
CCS(=O)(=O)N1CC2(C1)[C@H](c1ccccc1)[C@H](CO)N2Cc1ccccn1	nt	-3	5	nt	-1	0.4	nt	nt
CCOC(=O)C1=C(Nc2cccc(Cl)c2)OCC1=O	-4	nt	nt	4	nt	nt	-4	0
CCCc1[nH]nc2c1C(Cc1ccccc1)C(C#N)=C(N)O2 (stereo unspecified)	2	nt	nt	4	nt	nt	-6	2
CN(C[C@H]1[C@H](c2ccccc2)[C@@H](CO)N1Cc1ccccn1)S(C)(=O)=O	-3	3	-2	1	nt	0.6	1	3

# Not a retest: entries from further up.
SMILES	PglD DTNB	ERp5 block	RAD52 inh	ARNT-TACC3 inh	Casp6 inh	E-selectin induc	esBAF inh	RAD54 inh
O=C(Cc1ccccc1)N1CCN(S(=O)(=O)c2ccc([N+](=O)[O-])cc2)CC1	nt	0	-11	-3	3	-1.8	nt	nt
Cc1coc2cc3oc(=O)c(CCC(=O)NCc4ccccn4)c(C)c3cc12	0	0	-1	-14	-2	nt	7	-4
COc1cccc(C(=O)CSc2nnc(-c3cccs3)o2)c1	-1	nt	nt	-6	nt	nt	0	5
